# Bioassay records (PubChem)
# GRP78 ERSR act = ER stress response induction in glioma; U87-MG GRP78 promoter luciferase reporter, 16 h; Potency, µM, without a hit: top-dose activation, actives largely listed as activators; actives 0.02% (n = 420,000); AID 602332; note: potency is the fitted concentration of half-maximal effect; series mostly up to about 76 µM; % of control where 0% means no effect; nearly all actives have a fitted effect of over 35% in size
#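 ERSR induction read as luciferase luminescence (Bright-Glo, 10 min at room temperature) in stably transfected human U87-MG glioma cells exposed to compounds for 16 h, using GRP78 as sensor.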
# D2 ag = D2 dopamine receptor (human) agonism; actives 0.53% (n = 340,000); activation, % at 2 µM; AID 485358; HEK293 T-REx D2 cells, calcium flux agonist mode;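 active = activation over 3 SD above normal in the single-dose calcium agonist read, cut at about 30% in these data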; note: 0% is about no effect
#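 Agonism is scored from calcium flux in a force-coupled, inducible HEK293 cell line expressing D2, read kinetically for 180 s after compound addition against dopamine controls.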
# Vif-A3F inh = Vif-A3F binding inhibition; HeLa A3F-eYFP + Vif (tagged APOBEC3F with the HIV-1 protein that degrades it), YFP fluorescence increase; Potency, µM (top dose mostly 46.1 µM), for the others: top-dose activity, negative = active; actives 0.2% (n = 390,000); AID 602313; note: potency is the fitted concentration of half-maximal effect; % of control where 0% means no effect; nearly all actives have a fitted effect of over 65% in size
#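 HeLa cells stably expressing A3F-eYFP plus Vif, plated and incubated overnight at 37 deg C, then exposed to compounds overnight at 37 deg C. Blocked degradation read as raised yellow fluorescence (Ex 488/Em 500-530).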
# ERG Ets-DNA blk = ERG Ets/DNA interaction inhibition; AID 624246; fluorescence polarization, His-ERG Ets domain / labelled DNA; actives 0.028% (n = 370,000); P11308; Potency, µM (highest dose often 76.9 µM), without a hit: at the highest dose FP activity, negative = inhibition, usual class: inhibitors; active = well fitted inhibition curve with a large enough effect in the polarisation, with a control signal flat; inconclusive = small, poorly fitted or top-dose-only effect, or effect the other way, or a change in a side signal; inactive = no such curve, though single readings can be large or run the other way; the % refers to the polarisation;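 note: polarization taken with two DNA probes labelled with fluorescein and Texas red; potency is the fitted concentration of half-maximal effect; % of control where 0% means no effect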
# Target sequence (P11308 whole entry, looked up, the tested form may be a part): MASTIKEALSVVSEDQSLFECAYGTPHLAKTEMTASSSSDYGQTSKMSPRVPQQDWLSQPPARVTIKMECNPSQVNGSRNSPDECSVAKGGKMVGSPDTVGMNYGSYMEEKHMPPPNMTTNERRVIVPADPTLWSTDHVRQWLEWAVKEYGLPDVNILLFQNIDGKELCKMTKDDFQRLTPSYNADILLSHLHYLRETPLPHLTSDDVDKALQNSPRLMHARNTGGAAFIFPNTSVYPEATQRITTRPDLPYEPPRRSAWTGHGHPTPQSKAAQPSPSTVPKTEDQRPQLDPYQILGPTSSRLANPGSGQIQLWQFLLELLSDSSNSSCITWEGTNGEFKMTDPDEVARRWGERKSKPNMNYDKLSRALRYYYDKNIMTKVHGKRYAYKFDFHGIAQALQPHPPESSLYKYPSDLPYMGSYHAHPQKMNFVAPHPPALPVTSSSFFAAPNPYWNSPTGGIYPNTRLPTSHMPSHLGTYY
#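 His-tagged ERG Ets domain (1 uM in the protein solution; 300mM KCl, 50mM Tris-HCl, 1mM EDTA, 1mM DTT, pH 7.5) received compound, then a probe mix of 5 nM fluorescein-DNA and 100nM Texas-615-DNA. Fluorescence polarization was read for both dyes.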
# LDHA inh = blocks human lactate dehydrogenase A; P00338; purified LDHA, NADH/diaphorase-resazurin fluorescence; stronger effect = lower value; activity change, % (values are at about 110 or 230 µM); actives 0.15% (n = 480,000); in the data active = activity change below about -30%; inconclusive = mostly about -25% to -30%;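 note: plate controls were DMSO wells for no effect and wells without enzyme for full effect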
#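 Human LDH5 at 2 nM final in Tris HCl pH 7.4 with 0.06 mM NADH and 0.2 mM pyruvate, reacted 5 minutes at room temperature. Remaining NADH coupled via diaphorase/resazurin; resorufin fluorescence read at 0 and 20 minutes, normalized to enzyme-free and DMSO wells.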
# RGS4 inh = blocks human RGS4-accelerated GTP hydrolysis. actives 0.039% (n = 390,000). P49798. Transcreener GDP fluorescence polarization, RGS4-accelerated GTP hydrolysis. Potency, µM (doses to about 114 µM), inactives show at the highest dose activity change, negative = inhibition, usual class: inhibitors; note: potency is the fitted concentration of half-maximal effect; % is set by controls: 0 for no effect and ±100 for the full control effect; nearly all actives have a fitted effect of over 75% in size; some results filed as inactive show a strong effect at the top dose
# Target sequence (P49798 whole entry, looked up): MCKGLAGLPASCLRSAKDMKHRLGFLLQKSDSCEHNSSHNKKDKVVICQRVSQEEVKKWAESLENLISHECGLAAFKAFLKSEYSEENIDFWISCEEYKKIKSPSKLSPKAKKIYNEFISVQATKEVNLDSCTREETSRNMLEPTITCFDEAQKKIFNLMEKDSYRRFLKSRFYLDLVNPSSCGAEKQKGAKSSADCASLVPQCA
#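 MLSMR compounds (23 nl, pin-transferred) preincubated 10 min at room temperature with a 500nM (2x) first reagent, then RGS4 at 900nM (2x) plus Transcreener GDP mix added; fluorescence polarization (620/688 nm) read before and after 90 min at 30 °C.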
# D2 antag = D2 dopamine receptor (human) antagonism. actives 2% (n = 340,000). HEK293 TREx D2 cells, calcium flux, dopamine EC80. inhibition, % at 10 µM. P14416. AID 485344; in the data active = inhibition above about 30%; note: 0% is about no effect
#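 Cells plated overnight at 30 C with tetracycline; no-wash calcium dye, 30–90 min RT; 10 s baseline; compound pinned; 180 s read; EC80 dopamine added; another 180 s read.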
# Vif-APOBEC3G blk = inhibitors of Vif-APOBEC3G interaction; Q9HC16; HeLa A3G-eYFP + Vif (tagged APOBEC3G with the HIV-1 protein that degrades it), YFP fluorescence, overnight; Potency, µM (doses to about 46.1 µM), for inactives: at the highest dose activity, negative = active, usual class: inhibitors; actives 0.076% (n = 410,000); AID 602310;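 note: potency is the fitted concentration of half-maximal effect; % is set by controls: 0 for no effect and ±100 for the full control effect; nearly all actives have a fitted effect of over 60% in size; hits raise eYFP signal because A3G escapes Vif-driven loss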
#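 Read-out is eYFP fluorescence (Ex 488/Em 500-530) from Vif-expressing HeLa A3G-eYFP cells; more signal means A3G escaped Vif-mediated degradation. Cells plated overnight, compound pinned in, incubated overnight at 37 deg C.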
# ALOX12 inh = blocks human arachidonate 12S-lipoxygenase; AID 1671190; actives 1.1% (n = 580,000); Potency, µM (titrated, usually from 108 µM), for inactives: at the top dose activity change, negative = inhibition, most hits filed as inhibitors; P18054; purified 12hLO, xylenol orange hydroperoxide absorbance; note: potency is the fitted concentration of half-maximal effect; % is set by controls: 0 for no effect and ±100 for the full control effect
#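 Purified human 12hLO (150 nM final) in 25 mM Hepes, 0.01% Triton X-100, pH 7.0 was preincubated 15 min at room temperature with compound. Then 40 uM arachidonic acid was added, 30 min. Hydroperoxide was read by Fe-XO absorbance ratio 573/405 nm.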
# An asterisk follows results filed as active; ? = inconclusive; / = not tested or not shown; & = joins results of further samples; [ ] = another dose, or the depositor's remark. Unless noted, calls come from the whole dose curve; as a rule, active = well fitted curve in the direction sought with a large enough effect; inconclusive = small, poorly fitted or top-dose-only effect, or another doubt; inactive = no such curve, though single readings can be large; an effect the other way counts as inactive or inconclusive. The list is partial; the hit share may differ from the screen's.
no.	molecule	GRP78 ERSR act	D2 ag	Vif-A3F inh	ERG Ets-DNA blk	LDHA inh	RGS4 inh	D2 antag	Vif-APOBEC3G blk	ALOX12 inh
1	CCN(c1ccccc1)S(=O)(=O)c1ccc(C(=O)Nc2ccccn2)cc1	0%	0.2	3%	12%	2	-33%	10	1%	-15%
2	N#Cc1ccsc1NC(=O)COC(=O)c1cc2ccccc2cc1O	-1%	3.0	9%	7%	-1	5%	4	-4%	-11%
3	Cc1ccc(C(=O)CCC2CCCCC2=O)cc1 (configuration not stated)	5%	-0.4	-8%	-17%	-1	-12%	-3	0%	-7%
4	CN(C)c1ccc(C(=O)Nc2sc(Nc3ccccc3)nc2C(N)=O)cc1	-10%	0.8	-9%	7%	-18	?	/	?	?
5	Cc1cccc(OCC(=O)NCC(c2ccco2)N2CCCC2)c1 (configuration not stated)	-3%	-0.5	0%	18%	-3	-5%	5	-1%	-28%
6	Cc1ccc(NC(=O)c2ccc(CNS(=O)(=O)c3ccc4c(c3)C(C)(C)C(=O)N4C)cc2)cc1F	-1%	-0.5	2%	-1%	1	3%	/	0%	-37%
7	O=C1NC(=S)S/C1=C1\Sc2ccccc2N1CCCS(=O)(=O)O	-8%	0.6	1%	4%	-6	-37%[11.4 µM]	-6	1%	-28%
8	COc1ccc(NC(=O)c2cc(C3CCCCN3C(=O)c3ccc(NC(C)=O)cc3)on2)c(C)c1 (configuration not stated)	-3%	/	/	/	-17	/	/	-6%	6%
9	CCCCNC(=O)Cn1cnc2sc(C)c(S(=O)(=O)N3CCN(c4ccccc4OC)CC3)c2c1=O	0%&-6%	4.3&0.5	-24%&5%	4%&0%	-2&-8	9%&-15%	-2	2%&-1%	-4%&1%
10	CCn1cc(/C=C(\NC(=O)c2cc(OC)c(OC)c(OC)c2)C(=O)NCCCN2CCOCC2)c2ccccc21	2%	1.0	-4%	9%	1	-4%	-5	4%	-26%
11	C[C@H]1COC(=O)[C@H](CC(=O)OC(C)(C)C)C/C=C\C[C@@H](CC(=O)NCCO)C(=O)N1	-2%	/	3%	-8%	-5	2%	/	3%	23%
12	CCc1nc2ccc(C(=O)NCCCn3ccnc3)cn2c1N(C)CCCc1ccccc1	-2%	/	/	/	-7	/	/	0%	6%
13	Cc1ccc(CN(C(=O)c2ccccc2[N+](=O)[O-])c2ccccn2)cc1	-1%	1.6	4%	3%	0	6%	/	0%	-25%
14	Cc1cc(C)n2nc(CNC(=O)c3c(F)cccc3F)nc2n1	-3%	-0.1	9%	-5%	-4	15%	/	4%	-10%
15	CCOC(=O)CCCNC(=O)COC(=O)c1cc2ccccc2cc1O	-2%	0.1	-3%	-4%	15	15%	24	0%	0%[57.4 µM]
16	Cc1cnc([N+](=O)[O-])n1CCOC(=O)NC(=O)c1cccc(F)c1	-4%	/	-1%	-11%	-3	-53%	/	2%	1%
17	CC(=O)N1N=C(c2ccco2)CC1c1cc2cc(C)ccc2nc1Cl (configuration not stated)	-9%	/	-4%	-6%	-5	-3%	/	1%	102%[activator]
18	CC(=O)Nc1ccc(NC(=O)CSc2nnc(CNc3ccc(F)cc3)n2CC2CCCO2)cc1 (configuration not stated)	-9%	2.3	9%	0%	3	-8%	-2	-1%	7%
19	CC(=O)Nc1nnc(SCC(=O)NC(C)(C)C)s1	-3%	-1.8	-3%	/	-4	3%	-15	0%	3%[57.4 µM]
20	CCN1CCSc2ccc(C(=O)Nc3ccc(NC(C)=O)cc3)cc21	-5%	-1.8	2%	-4%	-9	14%	1	-2%	-10%
21	CCn1c2ccccc2c2cc(NC(=O)c3cc(C)on3)ccc21	1%	-0.6	1%	-1%	-1	-6%	13	-18%	-2%
22	COc1ccc(/C=N/N=C2/NC(=O)CC(C(=O)O)S2)cc1 (configuration not stated)	-6%	-0.1	-15%	-5%	-9	5%	12	2%	12%
23	Cc1ccc(CSc2nncn2-c2ccccn2)cc1	4%	-0.6	5%	2%	-11	4%	-22	0%	0%
24	CN(CCc1ccccc1)C(=O)c1ccc(NC(=O)Cc2ccc(NC(=O)C3CCN(S(=O)(=O)c4cccc([N+](=O)[O-])c4)CC3)cc2)cc1	-2%	/	1%	-6%	-14	-17%	/	2%	1%
25	O=C(O)c1cccc(-n2cccc2/C=C2\NC(=O)N(Cc3ccc(F)cc3)C2=O)c1	0%	-1.6	-23%	-6%	-13	-22%	-5	-5%	40µM*
26	CC(=O)NC1=C(N(C)C2CCS(=O)(=O)C2)C(=O)c2ccccc2C1=O (configuration not stated)	3%	0.4	12%	-1%	33	-24%	11	-8%	-22%
27	Nn1c(SCC(=O)NC(=O)NC2CCCC2)nnc1-c1ccccc1F	-3%	-0.5	-8%	4%	2	10%	88*	-1%	0%
28	O=C(NCc1ccccc1CN1CCOCC1)c1ccc(-n2cccn2)cc1	-5%	/	-13%	3%	2	-18%	/	0%	179%[activator]
29	CCN(C(=O)c1ccc(S(=O)(=O)N2CCC(C)CC2)cc1)C1CCS(=O)(=O)C1 (configuration not stated)	-4%	0.4	-21%	4%	-3	-14%	-7	-6%	11%
30	Cc1ccc(N2CCN(S(=O)(=O)c3ccc(C)cc3)CC2)cc1	-3%	-2.0	8%	12%	-7	9%	-4	-5%	-3%

# Reformatted with each value named: part of the list above
29) CCN(C(=O)c1ccc(S(=O)(=O)N2CCC(C)CC2)cc1)C1CCS(=O)(=O)C1 (configuration not stated)
  GRP78 ERSR act: -4%	D2 ag: 0.4	Vif-A3F inh: -21%	ERG Ets-DNA blk: 4%	LDHA inh: -3	RGS4 inh: -14%	D2 antag: -7	Vif-APOBEC3G blk: -6%	ALOX12 inh: 11%

30) Cc1ccc(N2CCN(S(=O)(=O)c3ccc(C)cc3)CC2)cc1
  GRP78 ERSR act: -3%	D2 ag: -2.0	Vif-A3F inh: 8%	ERG Ets-DNA blk: 12%	LDHA inh: -7	RGS4 inh: 9%	D2 antag: -4	Vif-APOBEC3G blk: -5%	ALOX12 inh: -3%

# More records:
no.	molecule	GRP78 ERSR act	D2 ag	Vif-A3F inh	ERG Ets-DNA blk	LDHA inh	RGS4 inh	D2 antag	Vif-APOBEC3G blk	ALOX12 inh
31	O=C(O)c1ccc(/C=N/NC(=S)NC2CCCCC2)cc1	1%	-0.4	1%	-3%	-1	6%	-49	0%	?
32	CN(C)c1nc(N(C)C)nc(N(C#N)CCOc2ccccc2)n1	0%	1.3	-1%	6%	-1	7%	7	1%	0%
33	CSCCC1NC2(C(=O)Nc3ccc(Cl)cc32)[C@@H]2C(=O)N(C3CCCC3)C(=O)[C@H]12 (some centres not stated)	-10%	1.3	/	-9%	-4	-7%	16	2%	0%
34	CCN1C(=O)N(CN2CCOCC2)C2C1N(CN1CCOCC1)C(=O)N2CC (configuration not stated)	-3%	0.1	1%	-10%	-6	36%	-10	0%	-3%
35	COc1ccccc1/C=C/CN1CCC(Oc2cc(C(=O)NC3CC3)ccc2OC)CC1	-3%	-0.8	10%	6%	-7	20%	59*	0%	-4%
36	O=C(NCC(c1cccs1)N1CCOCC1)c1ccc(Cl)s1 (configuration not stated)	-4%	-0.4	-9%	/	-4	28%	20	?	?
37	CC(=O)n1cc(N(C(=O)CCl)c2ccc(C)cc2)c2ccccc21	-14%	-0.3	3%	-13%	-1	-34%	1	-28%	?
38	COc1ccc(C2=Nn3c(nnc3-c3cc(C)[nH]n3)SC2)cc1	0%	2.8	1%	1%	-4	25%	12	-5%	7%
39	Cc1ccccc1C(=O)NNC(=O)Cc1ccccc1	-2%	0.2	-4%	/	6	-18%	-13	1%	3%
40	CCOc1ccc(CCNC(=O)c2nnn(CC(=O)Nc3ccccc3C)c2N)cc1OCC	-6%	1.0	1%	-1%	0	-26%	10	3%	-4%
41	CCN(Cc1ccccc1)C(=O)CCS(=O)(=O)c1ccc2c(c1)NC(=O)CO2	0%	-0.1	2%	2%	-3	12%[11.4 µM]	-4	-9%	3%
42	O=C(NCc1ccc2c(c1)OCO2)c1cccc([N+](=O)[O-])c1	0%	0.4	0%	2%	1	3%	-5	2%	-7%
43	COc1ccc(NS(=O)(=O)c2cc(NC(=O)C3CCCCC3)ccc2N2CCOCC2)cc1	-3%	1.9	5%	7%	-5	5%	-7	0%	-14%
44	COc1ccc(CNC(=O)CN(c2ccc(C(C)C)cc2)S(=O)(=O)c2c(C)nn(C)c2C)cc1	-4%	-0.1	-1%	-1%	-10	-12%	/	5%	-13%
45	O=S(=O)(Nc1ccccc1Br)c1cccs1	-7%	-2.9	-1%	-9%	1	17%	-21	-4%	-2%
46	COc1cc(OC)c(NC(=O)CCNC(=O)Cn2cnc3ccccc3c2=O)cc1Cl	-1%	28	5%	8%	5	20%[11.4 µM]	-9	-2%	14%
